# Pol beta inh: DNA polymerase beta (human) inhibition | P06746 | Pol beta primer extension/strand displacement, fluorescence kinetic | Potency, µM (doses to about 114 µM), for inactives: at the highest dose activity change, negative = inhibition, usual class: inhibitors | 340,000 compounds, 1.3% hits | AID 485314; also: potency is read from the fitted curve at half-maximal effect; % is scaled to controls: 0 for no effect and ±100 for the full control effect
#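 Human Pol beta at 10 nM; strand-displacement substrate 50 nM final. Compound exposure 15 min at room temperature before start, reaction 10 min at room temperature.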
# BLM inh: inhibitors of human Bloom syndrome helicase BLM. P54132. recombinant BLM DNA unwinding, fluorescence dequenching. Potency, µM (top dose mostly 56.1 µM), without a hit: at the top dose activity change, negative = inhibition, usual class: inhibitors. 350,000 compounds, 0.2% hits;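 also: potency is read from the fitted curve at half-maximal effect; plate controls were vehicle for no effect and no enzyme for full effect; nearly all actives have a fitted effect of over 35% in size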
# TRHR agonist: TRH receptor (human) agonism. 360,000 compounds, 0.18% hits. P34981. activation, % at 2 µM. TRHR cells, calcium flux fluo-8, FDSS agonist mode; in the data active = activation above about 30%; also: 0% is about no effect
#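 Fluo-8-loaded TRHR cells; 10 s baseline, compound added, kinetic Ca2+ fluorescence read 1/s, agonist mode.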
# ALOX12 inh: ALOX12 (human) lipoxygenase inhibition; P18054; purified 12hLO, xylenol orange hydroperoxide absorbance; Potency, µM (highest dose often 108 µM), for the others: at the highest dose activity change, negative = inhibition, actives largely listed as inhibitors; 580,000 compounds, 1.1% hits; AID 1671190; also: potency is read from the fitted curve at half-maximal effect; % is scaled to controls: 0 for no effect and ±100 for the full control effect
# Target sequence (P18054 whole entry, looked up): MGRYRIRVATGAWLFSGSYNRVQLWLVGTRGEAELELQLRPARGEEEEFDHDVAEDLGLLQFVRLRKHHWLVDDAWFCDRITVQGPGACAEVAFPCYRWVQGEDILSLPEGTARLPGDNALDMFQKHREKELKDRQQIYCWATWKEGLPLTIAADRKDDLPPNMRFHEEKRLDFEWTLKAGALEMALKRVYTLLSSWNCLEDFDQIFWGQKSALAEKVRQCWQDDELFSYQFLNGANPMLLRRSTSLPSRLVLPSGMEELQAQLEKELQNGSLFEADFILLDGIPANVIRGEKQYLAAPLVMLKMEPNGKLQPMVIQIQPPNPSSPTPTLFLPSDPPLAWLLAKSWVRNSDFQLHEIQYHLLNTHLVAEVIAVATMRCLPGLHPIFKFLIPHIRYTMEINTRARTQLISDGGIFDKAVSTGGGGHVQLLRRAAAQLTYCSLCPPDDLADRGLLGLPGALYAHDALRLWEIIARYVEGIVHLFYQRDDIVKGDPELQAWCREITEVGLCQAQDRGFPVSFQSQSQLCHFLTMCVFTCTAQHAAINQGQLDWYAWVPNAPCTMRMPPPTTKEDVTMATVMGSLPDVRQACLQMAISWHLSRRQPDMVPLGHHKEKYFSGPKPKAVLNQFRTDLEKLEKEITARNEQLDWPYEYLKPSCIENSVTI
#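 Hydroperoxide product was detected by ferrous iron/xylenol orange as the 573 to 405 nm absorbance ratio. Arachidonic acid at 40 uM (final) was turned over for 30 min at room temperature by 150 nM human 12hLO, pH 7.0 Hepes buffer, after 15 min compound preincubation.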
# Pol iota inh: inhibitors of human DNA polymerase iota; Potency, µM (doses to about 115 µM), for the others: top-dose activity, negative = inhibition, actives largely listed as inhibitors; Pol iota fluorescent replication assay, 10 min; 390,000 compounds, 1% hits; Q9UNA4; also: potency is read from the fitted curve at half-maximal effect
#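 Fluorescent replication assay read twice, at 0 min and 10 min after adding 50 nM (final) substrate. Enzyme (10 nM) and compounds were first incubated 15 min at room temperature; enzyme-free buffer wells were negative controls.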
# POLK inh: DNA polymerase kappa (human) inhibition; Q9UBT6; purified Pol kappa, fluorescent DNA synthesis assay, 10 min; Potency, µM (doses to about 107 µM), inactives show at the top dose activity, negative = inhibition, most hits filed as inhibitors; 400,000 compounds, 0.53% hits; also: potency is read from the fitted curve at half-maximal effect; % is scaled to controls: 0 for no effect and ±100 for the full control effect
#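 10 nM Pol kappa preincubated 15 min at room temperature with compounds, then reaction started with substrate at 50 nM final. Fluorescence read kinetically at 0 and 10 min; buffer-only wells served as negative control.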
# ERG Ets-DNA blk: inhibitors of human ERG Ets domain-DNA interaction; P11308; Potency, µM (top dose mostly 76.9 µM), inactives show at the highest dose FP activity, negative = inhibition, most hits filed as inhibitors; 370,000 compounds, 0.028% hits; AID 624246; fluorescence polarization, His-ERG Ets domain / labelled DNA; active = well fitted inhibition curve with a large enough effect in the polarisation, with a control signal flat; inconclusive = small, poorly fitted or top-dose-only effect, or effect the other way, or a change in a side signal; inactive = no such curve, though single readings can be large or run the other way; the % refers to the polarisation;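 also: polarization taken with two DNA probes labelled with fluorescein and Texas red; potency is read from the fitted curve at half-maximal effect; % of control where 0% means no effect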
#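 His-tagged ERG Ets domain (1 uM in the protein solution; 300mM KCl, 50mM Tris-HCl, 1mM EDTA, 1mM DTT, pH 7.5) received compound, then a probe mix of 5 nM fluorescein-DNA and 100nM Texas-615-DNA. Fluorescence polarization was read for both dyes.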
# APEX1 inh: blocks human APE1 abasic DNA cleavage; P27695; recombinant APE1, TAMRA/BHQ-2 abasic DNA cleavage fluorescence; Potency, µM (top dose mostly 65.8 µM), inactives show top-dose activity change, negative = inhibition, hits mostly inhibitors; 350,000 compounds, 0.35% hits; AID 2517;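 also: potency is read from the fitted curve at half-maximal effect; plate controls were vehicle for no effect and reference inhibitor for full effect; nearly all actives have a fitted effect of over 55% in size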
#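 Activity was derived from the fluorescence gain between first and third kinetic reads (60 s intervals, ex 525/em 598 nm) after 50 nM THF-abasic TAMRA/BHQ-2 duplex was added to 0.75 nM APE1 preincubated 15 min with compound.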
# Apoferritin bind: binds horse apoferritin like a general anesthetic; P02791; apoferritin/1-aminoanthracene competitive binding, fluorescence; Potency, µM (doses to about 77.5 µM), without a hit: top-dose activity change, negative = displacement, most hits filed as inhibitors; 350,000 compounds, 0.074% hits; AID 485281; also: potency is read from the fitted curve at half-maximal effect; % is scaled to controls: 0 for no effect and ±100 for the full control effect; nearly all actives have a fitted effect of over 20% in size
# Target sequence (P02791 2-175 limits assumed): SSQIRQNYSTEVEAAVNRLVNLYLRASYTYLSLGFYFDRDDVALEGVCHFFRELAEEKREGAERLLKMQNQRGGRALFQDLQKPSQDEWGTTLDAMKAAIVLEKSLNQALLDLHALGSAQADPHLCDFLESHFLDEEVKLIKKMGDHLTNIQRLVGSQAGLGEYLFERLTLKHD
#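 Concentration-response curves derived by four-parameter Hill fitting of normalized fluorescence, where compounds displaced 1-AMA from 10 uM horse apoferritin following a brief 10 min room-temperature incubation; propofol titration acted as positive control.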
# * = called active by the depositor; u = inconclusive; x = not tested or not shown; & = joins results of further samples; [ ] = another dose, or the depositor's remark. Unless noted, calls follow the shape of the dose curve; as a rule, active = well fitted curve in the direction sought with a large enough effect; inconclusive = small, poorly fitted or top-dose-only effect, or another doubt; inactive = no such curve, though single readings can be large; an effect the other way counts as inactive or inconclusive.
SMILES	Pol beta inh	BLM inh	TRHR agonist	ALOX12 inh	Pol iota inh	POLK inh	ERG Ets-DNA blk	APEX1 inh	Apoferritin bind
COC(=O)c1sccc1NC(=O)Nc1ccccc1C	0%	1%	-0.8	-11%	51%[activator]	3%	4%	11%	-4%
Cc1cccn2cc(-c3cc4ccccc4oc3=O)nc12	31%	-1%	-5.8	u	78%[activator]	-13%	0%	1%	-3%
O=C(Cn1nnc(-c2ccccc2)n1)N/N=C/c1cc([N+](=O)[O-])c(Cl)cc1Cl	25%	0%	0.0	-4%	8%	-10%	16%	4%	-16%
CSC1=Nc2sc3c(c2C2=NCCN12)CCCC3	3%	2%	0.6	x	x	x	x	3%	u
Cc1ccc(S(=O)(=O)/N=C(\c2ccc(Cl)cc2)N2CCOCC2)cc1	3%	-3%	-1.0	6%	14%	0%	-9%	5%	-5%
COc1ccc(/C=N/n2cncn2)cc1COc1ccc(NC(C)=O)cc1	0%	2%	-0.2	32%[activator]	6%	-1%	3%	13%	7%
C[n+]1ccccc1C1CCCC/C1=N\Nc1ccc([N+](=O)[O-])cc1[N+](=O)[O-] (stereo not drawn)	-20%	33%[activator]	0.1	u	27%	-17%	x	1%	-16%
CCCn1nnnc1SCC(=O)N(C(C)C)C(C)C	1%	-2%	1.1	1%	2%	-7%	4%	5%	u
O=C(O)CCC(=O)NNC(=O)c1cccs1	10%	2%	0.9	1%	38%[activator]	-14%	-9%	3%	-2%
CNC(=S)N1CCC(NC(=O)C(Cc2ccc(OC)cc2)NC(C)=O)CC1 (stereo not drawn)	59%	1%	0.3	10%	-19%	-14%	3%	5%	1%
O=C1c2ccccc2C(=O)N1Cc1nc2ccccc2c(=O)n1CCCn1ccnc1	3%	2%	0.0	-2%	15%	-1%	3%	3%	-3%
CC(=O)NC(Cc1ccc(C(C)C)cc1)C(=O)NC1CCN(c2nc(C)cc(C)n2)CC1 (stereo not drawn)	-10%	1%	-1.3	u	8%	-2%	11%	-2%	-5%
NC(=O)NCC(=O)N1CCC(C(O)(c2ccccc2)c2ccccc2)CC1	-24%	-1%	0.0	1%	-17%	0%	11%	7%	-1%
CCCCNC(=O)CSc1nc2ccc(NC(=O)CSc3nnc(N)s3)cc2s1	-15%	1%	0.1	u	3%	-17%	0%	0%	3%
COc1ccc(-c2cc(C(F)(F)F)nc(S(=O)(=O)CCCC(=O)Nc3cccnc3Cl)n2)cc1OC	16%	-1%	-0.6	-8%	23%	0%	4%	-3%	-10%
CN(C)c1ccc(S(=O)(=O)N2CCCCC2)cc1NC(=O)CN1C(=O)NC(C)(c2ccccc2)C1=O (stereo not drawn)	x	x	-0.5	u	32%[activator]	-6%	-15%	-8%	x
CSc1ccccc1NC(=O)c1ccc(N2CC3CC(C2)c2cccc(=O)n2C3)c(NC(=O)c2ccncc2)c1 (stereo not drawn)	40%	-1%	0.2	-31%	47%[activator]	0%	-15%	28%	1%
O=C(NCCCN1CCN(c2ccc(F)cc2)CC1)C1COc2ccccc2C1 (stereo not drawn)	28%	-1%	0.4	-20%	0%	0%[60.1 µM]	-1%	x	-9%
Cc1ccc(SCCN2CCN(CC(C)C)CCC2=O)cc1	42%	-13%&-5%	-0.4	1%	27%&20%	-4%&-2%	3%	2%&-8%	-5%&-8%
COc1ccc(NC(=O)C(C)N2Cc3ccccc3C2=O)cc1OC (stereo not drawn)	12%	2%	0.2	5%	34%[activator]	-6%	0%	x	-8%
Cc1ccc(S(=O)(=O)N(C)CCCC(=O)Nc2cc(C)ccc2C)cc1	-10%	-1%	0.1	-10%	24%	2%	-7%	u	4%
CCOc1ccc(C(=O)Nc2ccc(-n3nncc3-c3ccc(OC)cc3)cc2)cc1	u	-5%	0.3	5%	-5%	-15%[60.1 µM]	-1%	x	-4%
CCn1cc(/C=C2\SC(=O)N(CC(=O)Nc3ccc4c(c3)OCO4)C2=O)c2ccccc21	21%	0%	0.7	9%	3%	9%	2%	1%	-8%
OCC1(CCc2ccccc2)CCN(Cc2cccn2-c2cccnc2)CC1	1%	1%	-0.7	-1%	-2%	-13%	23%	4%	-19%
CN(C)c1cccc(C(=O)OCC(=O)N(C)c2ccccc2)c1	35%	-3%	1.2	-7%	17%	-15%	0%	2%	-9%
COC(=O)c1cc(NC(=S)NCc2ccc(Cl)cc2)cc(C(=O)OC)c1	7%	-4%	1.4	45µM*	3%	-3%	7%	-10%	-23%
COc1ccc(CCNC(=O)c2cc3c(=O)n4ccccc4nc3n(CCN3CCOCC3)c2=N)cc1	u	51%[activator]	0.0	-21%	-23%	3%	4%	10%	-3%
O=C(CN(Cc1ccc(F)cc1)C(=O)CNS(=O)(=O)c1ccc(F)cc1)NCc1ccco1	10%	0%	0.4	-2%	44%[activator]	3%	-5%	-12%	4%
Cc1cccc(C)c1NC(=O)CNC(=O)CCC(=O)N1CCOCC1	x	x	-0.3	3%	21%	10%	2%	-16%	x
CC(=O)N1CCN(C(=O)CCN(c2ccccc2)S(=O)(=O)c2ccc(C)cc2)CC1	x	x	-0.3	-12%	27%	-7%	-12%	-10%	x

# Quoted from the listing:
# Reading of `CC(=O)NC(Cc1ccc(C(C)C)cc1)C(=O)NC1CCN(c2nc(C)cc(C)n2)CC1` (stereo not drawn) in ERG Ets-DNA blk: 11%
# Reading of `CNC(=S)N1CCC(NC(=O)C(Cc2ccc(OC)cc2)NC(C)=O)CC1` (stereo not drawn) in TRHR agonist: 0.3

# The listing continues:
SMILES	Pol beta inh	BLM inh	TRHR agonist	ALOX12 inh	Pol iota inh	POLK inh	ERG Ets-DNA blk	APEX1 inh	Apoferritin bind
O=C(CSc1nnc(C2CC2)n1-c1ccccc1)NCc1ccco1	4%	-5%	0.7	36%[activator]	-2%	-12%	-2%	11%	-3%
C=CCc1cccc(/C=N/NC(=O)CNc2cccc3ccccc23)c1O	-5%	-18%	1.9	-12%	-4%	-7%	-1%	19%	u
CC(=O)Nc1nc2ccccc2n1Cc1ccccc1Cl	-30%	2%	-1.1	194%[activator]	-14%[58.9 µM]	-11%	3%	1%	6%
COc1ccc(NC(=O)CSc2nc3ccccc3nc2Cc2ccc(C)cc2)cc1Cl	-15%	-13%	0.6	-20%	4%	-15%[60.1 µM]	-16%	x	57%[activator]
CC(C)CC(NC(=O)C1CCC(C)CC1)C(=O)OCC(=O)c1ccc(Cl)cc1 (stereo not drawn)	1%	-6%	-0.7	-17%	-5%	-5%	-1%	x	-10%
COc1cc2c(cc1OC)C1=C(C#N)CCC(=O)N1CC2	3%	2%	0.6	22%	2%	-2%	-1%	7%	-4%
O=S(=O)(c1ccc(-n2cnnn2)cc1)N1CCN(c2cccc(C(F)(F)F)c2)CC1	34%	1%	1.6	-10%	12%	-7%	-3%	x	-5%
Cc1ccc(S(=O)(=O)N2CCN(C(=O)CSc3nc(N)cc(=O)[nH]3)CC2)c(C)c1	1%	-3%	-0.2	u	u	-9%	-3%	-7%	0%
CC(C)(C)NC(=O)Cn1c(SCC(=O)NC2CC2)nc2ccccc21	8%	0%	-0.9	8%	8%	-4%	7%	71%[activator][12.4 µM]	10%
CS(=O)(=O)N1CCC(C(=O)c2cccc(Cl)c2)CC1	4%	0%	0.2	u	-15%[58.9 µM]	0%	-19%	1%	-23%
Cc1ccc(-c2nn(-c3ccccc3Cl)cc2C(=O)NCC2CCCO2)cc1 (stereo not drawn)	x	x	-0.3	0%	20%	-20%	5%	1%	x
COc1ccc(Nc2nc(C(F)(F)F)nc(C)c2C#N)cc1	6%	-4%	-0.4	-1%	18%	-5%	6%	5%	-3%
CCOC(=O)c1c(-c2ccc(F)cc2)csc1NC(=O)C1CCCO1 (stereo not drawn)	3%	-8%	-0.2	-28%	57%[activator]	-12%	-4%	4%	-2%
CCn1c(SCC(=O)N2CCN(c3ccccc3)CC2)nc2c(c1=O)SC(C)C2 (stereo not drawn)	12%	-12%	-1.3	-18%	-15%	-3%	0%	2%	-8%
O=S(=O)(NCc1ccc(F)cc1)c1ccc2c(c1)OCCO2	10%	-4%	-0.8	9%	-4%	6%	0%	2%	u
O=C(Nc1nc(-c2cccc3ccccc23)cs1)c1cnccn1	14%	-5%	0.3	-5%	5%	-10%	0%	7%	-12%
C=CCSc1nc2ccccc2c(=O)n1C1CCOC(C)(C)C1 (stereo not drawn)	11%	-4%	-0.5	12%	2%	-6%	-26%	3%	6%
Cc1cc(C(=O)CCl)c(C)n1Cc1ccco1	u	-19%	0.0	-7%	u	-21%	3%	u	-19%
COc1ccc2[nH]cc(CCNC(=O)C3CCCNC3=O)c2c1 (stereo not drawn)	1%	-10%	-0.3	-19%	8%	-20%	1%	-6%	-7%
Cc1ccc(N2C(=O)[C@@H]3[C@H](C2=O)[C@H]2C=C(C(=O)c4ccccc4)C=CN2[C@@H]3C(=O)c2ccc(Cl)cc2)cc1	15%	-7%	1.0	-27%	5%	-10%	4%	0%	-6%
S=c1[nH]c(-c2ccccc2)cn1/N=C/c1ccc(Br)cc1	-5%	-3%	-0.7	40µM*	56%[activator]	-7%	-5%	-9%	0%
Cc1cc(C)cc(NC(=O)Nc2ccc3nc(N4CCN(C)CC4)cc(C)c3c2)c1	-6%	-3%	-1.1	u	-11%	-10%	0%	x	57%[activator]
CCn1c(=O)c2cc(S(=O)(=O)NCc3ccccc3)ccc2n(CC)c1=O	18%	-2%	-0.3	-1%	41%[activator]	1%	-8%	u	3%
Cc1ccc2c(c1)sc[n+]2Cc1ccccc1	22%	0%	0.4	u	45µM*	-13%	-10%	3%	u

# Screening data: PubChem BioAssay, National Center for Advancing Translational Sciences (NCATS)

# A portion of the library. The share of hits here may be higher or lower than overall.
